FLuc inh – Firefly luciferase inhibition profiling of diverse chemical library using quantitative high-throughput screening; Luciferin 4-monooxygenase (Photinus pyralis), P08659; purified P. pyralis luciferase, luminescence, biochemical; Potency, µM (highest dose often 115 µM), for inactives: top-dose activity change, negative = inhibition, usual class: inhibitors; hit rate 2.5% among 76,000; AID 1347043, 2019; further: potency means the concentration at half of the fitted maximal effect; nearly all actives have a fitted effect of over 65% in size
Target sequence (P08659 whole entry, looked up): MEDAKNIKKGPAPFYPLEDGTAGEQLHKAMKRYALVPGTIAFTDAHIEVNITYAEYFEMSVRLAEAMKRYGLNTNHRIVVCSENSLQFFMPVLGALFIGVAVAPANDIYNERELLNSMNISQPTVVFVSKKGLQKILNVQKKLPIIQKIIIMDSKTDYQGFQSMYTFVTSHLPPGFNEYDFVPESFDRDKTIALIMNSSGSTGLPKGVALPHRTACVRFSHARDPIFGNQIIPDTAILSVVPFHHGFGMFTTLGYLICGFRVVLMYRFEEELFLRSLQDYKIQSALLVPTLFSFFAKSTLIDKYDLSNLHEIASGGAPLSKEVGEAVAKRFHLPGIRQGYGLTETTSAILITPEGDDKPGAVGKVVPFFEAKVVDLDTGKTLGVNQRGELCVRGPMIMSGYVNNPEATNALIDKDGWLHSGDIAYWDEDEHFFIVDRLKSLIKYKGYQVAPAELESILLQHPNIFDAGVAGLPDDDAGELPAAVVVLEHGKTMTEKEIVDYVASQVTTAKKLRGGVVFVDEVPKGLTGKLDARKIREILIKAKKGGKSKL
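Luminescence read by CCD imaging after purified firefly luciferase (10nM final) was added to substrate buffer holding 10uM D-luciferin and 10uM ATP, pH 7.5, pre-dosed with compound.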
SNCA expr inhib – Primary qHTS assay for inhibitors of alpha-synuclein gene (SNCA) expression; HEK-293 SNCA-luciferase knock-in, luminescence, 24 h; Potency, µM (doses to about 57.2 µM), inactives show at the top dose activity change, negative = inhibition, usual class: inhibitors; hit rate 0.17% among 140,000; AID 1671194, 2021;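 further: potency means the concentration at half of the fitted maximal effect; plate controls were DMSO cells for no effect and cell-free wells for full effect; nearly all actives have a fitted effect of over 45% in size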
NIH3T3 tox – Cytotoxic Profiling in NIH 3T3 Cell Line of Diverse Libraries Using Quantitative High-Throughput Screening; NIH 3T3 viability, CellTiter-Glo ATP luminescence, 48-72 h; hit rate 4.3% among 94,000; Potency, µM (titrated, usually from 96.7 µM), without a hit: top-dose activity change, negative = cytotoxicity, most hits filed as inhibitors; further: potency means the concentration at half of the fitted maximal effect; nearly all actives have a fitted effect of over 55% in size
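Luminescent ATP readout (CellTiter-Glo, 10 min RT) after 48 or 72 hr compound exposure of NIH 3T3 cells seeded at 400 cells/well in 1536-well format; quantitative HTS.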
IP6K1 inh – Primary qHTS assay for small molecule inhibitors of Inositol hexaphosphate kinase 1 (IP6K1). IP6K1 kinase, ADP-Glo luminescence, 2 h; stronger effect = lower value. Inositol hexakisphosphate kinase 1 (Homo sapiens), Q92551. AID 1645851, 2021. activity change, % (series mostly up to about 58 µM). hit rate 0.81% among 140,000; in the data active means activity change below about -25%
Target sequence (Q92551 whole entry, looked up): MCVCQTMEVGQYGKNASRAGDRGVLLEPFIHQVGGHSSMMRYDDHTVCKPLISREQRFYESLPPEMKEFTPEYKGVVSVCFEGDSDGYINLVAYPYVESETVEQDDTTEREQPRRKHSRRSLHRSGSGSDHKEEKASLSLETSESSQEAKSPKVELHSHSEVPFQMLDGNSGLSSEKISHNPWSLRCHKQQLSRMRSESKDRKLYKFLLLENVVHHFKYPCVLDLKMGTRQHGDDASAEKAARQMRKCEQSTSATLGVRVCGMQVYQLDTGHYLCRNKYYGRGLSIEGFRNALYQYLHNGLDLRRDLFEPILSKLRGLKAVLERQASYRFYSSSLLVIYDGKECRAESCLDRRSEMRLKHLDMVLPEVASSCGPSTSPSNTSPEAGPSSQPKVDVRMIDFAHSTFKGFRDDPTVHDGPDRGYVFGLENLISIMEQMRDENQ
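ADP-Glo luminescence measures ADP made by human IP6K1 during a 2 h RT reaction with ATP/IP6 (mix at 1.3 mM/130 uM); top library doses 57.5 and 19.1 uM final.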
HEK293 viab – GF-AFC viability counterscreen for inhibitors of alpha-synuclein gene (SNCA) expression | HEK-293-SNCA-luc viability, GF-AFC fluorescence, 24 h | Potency, µM (titrated, usually from 57.1 µM), without a hit: top-dose activity change, negative = cytotoxicity, hits mostly cytotoxic | hit rate 0.12% among 150,000;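 further: potency means the concentration at half of the fitted maximal effect; 0% = DMSO-treated cells and -100% = medium-only wells without cells; nearly all actives have a fitted effect of over 30% in size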
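Cytotoxicity counterscreen: after 24 h compound treatment of genome-edited SNCA-luciferase HEK-293 cells, live-cell protease substrate GF-AFC read by fluorescence after 30 min; activity scaled between DMSO (0%) and medium-only (-100%), curves Hill-fitted.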
HEK cytotox – Cytotoxic Profiling in HEK 293 Cell Line of Diverse Libraries Using Quantitative High-Throughput Screening; HEK 293 viability, ATP luminescence (CellTiter-Glo), 48-72 h; AID 1345083, 2018; Potency, µM (doses to about 115 µM), for the others: top-dose activity change, negative = cytotoxicity, actives largely listed as inhibitors; hit rate 6.6% among 94,000; further: potency means the concentration at half of the fitted maximal effect; nearly all actives have a fitted effect of over 60% in size
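Cytotoxicity was scored by loss of ATP-coupled luminescence (CellTiter-Glo) in HEK 293 cells. Compound treatment ran 48 or 72 hr at 37 degree Celsius, 5% CO2, 95% humidity.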
GPT2 inh – Primary qHTS assay for inhibitors of Glutamate pyruvate transaminase 2 (GPT2). Alanine aminotransferase 2 (Homo sapiens), Q8TD30. AID 1671188, 2021. Potency, µM (titrated, usually from 57.7 µM), for inactives: at the top dose activity change, negative = inhibition, hits mostly inhibitors. hit rate 0.25% among 100,000. Recombinant GPT2, coupled pyruvate oxidase/HRP Amplex Red fluorescence; further: potency means the concentration at half of the fitted maximal effect; nearly all actives have a fitted effect of over 60% in size; many of its hits are not listed in these tables
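Fluorescence of coupled pyruvate oxidase/HRP/Amplex Red system (50uM Amplex, 30 min, dark) reports pyruvate formed by GPT2. Enzyme reaction: 10ng/uL GPT2, 2mM L-alanine, 250uM a-KG, 30 min room temperature, pH 7.5; 50uM AOA control.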
Starred values were filed as active, the others as inactive; i = inactive; u = inconclusive; x = no result given; & = joins results of further samples; [ ] = dose if it differs, or a comment. Unless noted, the call rests on the fitted dose curve; in most records, active means well fitted curve in the direction sought with a large enough effect; inconclusive means small, poorly fitted or top-dose-only effect, or another doubt; inactive means no such curve, though single readings can be large; an effect the other way counts as inactive or inconclusive. Unless noted, on the % scale 0 is the no-effect control and ±100 the full control effect. A portion of the library, so the mix of outcomes need not match the whole.

The line under a structure holds: FLuc inh | SNCA expr inhib | NIH3T3 tox | IP6K1 inh | HEK293 viab | HEK cytotox | GPT2 inh
> C[C@@H]1CN(Cc2ccccc2)C[C@H]1c1nc2c(cnn2C2CCOCC2)c(=O)[nH]1
 : x | x | x | 4 | u | x | i
> CCn1cnnc1-c1nn(C)c2c1CN(C(=O)CCn1nc(C)cc1C)CC2
 : x | 17% | -8% | -8 | 13% | i | 1%
> CCOc1ccc(C(=O)N2CCC3(CCCN(C)C3=O)C2)o1 (stereo not given)
 : -14% | 83%[activator] | -18% | 2 | -1% | -10% | 5%
> Cc1nn2c(C(F)(F)F)cc(-c3ccc(OC(C)C)cc3)nc2c1C#N
 : x | -19% | x | 6 | 3% | x | x
> O=C(OCc1cc(=O)n2nc(C3CC3)sc2n1)c1ccc(F)cc1
 : x | 74%[activator] | x | -10 | 6% | x | x
> CCOc1ccc(NC(=O)Cn2c(CCC(=O)O)ccc2-c2ccc(Cl)cc2)cc1
 : x | -3% | x | -9 | 7% | x | x
> O=C(O)P(=O)(O)O
 : x | -27%[25.6 µM] | x | 6 | -20%[23.9 µM] | x | i
> CNC(=O)[C@@H]1CN(C(=O)c2coc(C)n2)C[C@H]1COC
 : 6% | 8% | -1% | 0 | 2% | u | i
> O=c1c(N2CCc3ccccc3C2)csc2ccc(Cl)cc12
 : x | 17% | x | -14 | 6% | x | x
> CCCN(CCC)C(=O)CN1C(=O)NC2(CCC(C)CC2)C1=O (stereo not given)
 : 3% | -4% | -17% | 13 | -4% | -18% | i
> O=C(NCC1CCOCC1)C1=NO[C@@H]2CN(CCc3ccccc3)C[C@H]12
 : -14%[172 µM] | -1%[87.6 µM] | -1%[138 µM] | -13 | 0%[87.6 µM] | u | i
> CN(CC1CCOCC1)S(=O)(=O)c1ccccc1
 : 8% | -14% | -14% | 3 | 11% | 14% | i
> COc1nc2c(cc1CNC(=O)C1CCCC1)C(=O)N(CCc1ccccn1)C2
 : 4% | -15% | -20% | 17 | -2% | u | 1%[11.5 µM]
> CCOc1ccccc1C1Nc2ccccc2-c2nnc(SCc3ccccc3)nc2O1 (stereo not given)
 : x | 18% | x | -2 | -18% | x | x
> c1ccc(-c2noc(-c3ccn4c(CN5CCN(c6ccccc6)CC5)nnc4c3)n2)cc1
 : 7% | 20% | -12% | 6 | 1% | -5% | -28%
> CCOc1ccc(CN2CC(Oc3ccccc3C(=O)NCc3ccccc3)C2)cc1
 : x | 8% | u | -13 | -12% | 20µM* | 4%
> CC(C)c1ccc(OCC(O)CN2CCN(c3ccc(F)cc3)CC2)cc1 (stereo not given)
 : x | 52%[activator] | x | 7 | -13% | x | x
> COc1ccc2nc3sc(C(=O)Nc4cc(Cl)c(OC)cc4OC)cc3cc2c1
 : x | 37%[activator] | x | 18 | 0% | x | x
> COc1cc(O)c2c(c1)C1=CC(O)C(O)CC1(C)OC2=O (stereo not given)
 : x | x | x | -9 | 1% | x | i
> Cc1ccc2c(c1)C(c1ccc(F)cc1)N(C(=O)c1cccc(C(F)(F)F)c1)CC(=O)N2 (stereo not given)
 : x | u | x | -26* | -28% | x | x
> CC(C)NC(=O)N1CCCC1c1nc(CCOc2ccc(F)cc2)no1 (stereo not given)
 : 3% | -11% | i | 4 | 5% | i | -6%
> O=C1N(C2CCOCC2)C[C@H]2CN(Cc3cccc(Cl)c3)CCN12
 : -8%[172 µM] | -8%[87.6 µM] | -24%[138 µM] | 1 | 7%[87.6 µM] | -26%[172 µM] | i
> CC(C)C[C@@H]1NC(=O)[C@@H](Cc2ccccc2)NC(=O)C(CCCCCC(=O)C2CO2)NC(=O)[C@@H]2CCCCN2C1=O (stereo not given in full)
 : x | x | x | -5 | u | x | i
> CCCN(CCC)S(=O)(=O)c1ccc(C(=O)O)cc1
 : x | -36%[25.6 µM] | x | 7 | -34%[23.9 µM] | x | i
> C=C1CCC[C@]2(C)CC/C(=C(/CO)C(=O)OC)C[C@@H]12
 : x | x | x | -4 | -9% | x | i
> O=C1CC(c2noc(-c3ccc4c(c3)OCO4)n2)CN1c1ccc(Cl)cc1 (stereo not given)
 : -15% | -22% | -21% | 21 | 8% | u | i
> CCCn1c(C)c(CC(=O)NCCn2cccn2)c2c1CC(C)(C)CC2=O
 : 0% | 25% | 4% | 1 | 4% | 5% | -5%
> CCOC(=O)c1c(NC(=O)COc2ccc(Cl)cc2Cl)sc2c1CCCCC2
 : x | -13% | x | -15 | 5% | x | x
> Cc1nn(C)cc1CN(C)C(=O)Cn1nc2n(c1=O)CCC(N)CC2 (stereo not given)
 : 6% | 7% | 4% | -4 | 3% | i | i
> Cc1ccc(Nc2nc(C)cc(C)n2)c(C(=O)O)c1
 : x | 1% | x | 1 | 10% | x | x

4 compounds drawn at random from the list so far:
The line under a structure holds: FLuc inh | SNCA expr inhib | NIH3T3 tox | IP6K1 inh | HEK293 viab | HEK cytotox | GPT2 inh
> O=c1c(N2CCc3ccccc3C2)csc2ccc(Cl)cc12
 : x | 17% | x | -14 | 6% | x | x
> O=C1N(C2CCOCC2)C[C@H]2CN(Cc3cccc(Cl)c3)CCN12
 : -8%[172 µM] | -8%[87.6 µM] | -24%[138 µM] | 1 | 7%[87.6 µM] | -26%[172 µM] | i
> C=C1CCC[C@]2(C)CC/C(=C(/CO)C(=O)OC)C[C@@H]12
 : x | x | x | -4 | -9% | x | i
> COc1nc2c(cc1CNC(=O)C1CCCC1)C(=O)N(CCc1ccccn1)C2
 : 4% | -15% | -20% | 17 | -2% | u | 1%[11.5 µM]

The results go on:
The line under a structure holds: FLuc inh | SNCA expr inhib | NIH3T3 tox | IP6K1 inh | HEK293 viab | HEK cytotox | GPT2 inh
> C=CCCC(=O)N1c2cccc3c2[C@@H](C[C@H]1C(N)=O)CN(c1ccccc1)C3=O
 : x | -7%[25.6 µM] | u | 34 | -2%[23.9 µM] | -14%[57.5 µM] | -2%[27.3 µM]
> CC(C)NC(=O)C1CCC(Cn2c(=O)c3sccc3n(CC(=O)Nc3ccccc3)c2=O)CC1 (stereo not given)
 : x | 20% | x | -11 | -5% | x | x
> COc1ccc(-c2nn(-c3ccccc3)cc2CN2CCC(C#N)CC2)c(F)c1
 : 6% | -1% | u | -10 | -19% | u | -15%
> CCCN1CCN(C(=O)c2cc(NC(=O)C3CCC3)cc3nc(C)ccc23)CC1
 : 10% | -1% | u | -1 | 7% | -3% | -29%
> Cc1cn2nc(C(=O)N3CCN(c4ccccc4)CC3)cc2c(N(C)Cc2ccccc2)n1
 : -6% | -5% | u | 8 | 4% | u | -10%
> Cc1nc(-c2c3n(c(=O)n(Cc4ccc(Br)cc4)c2=O)CCCCC3)no1
 : 3% | -7% | -21% | 11 | -2% | u | -11%
> c1ccc(CSc2nc3ncccc3[nH]2)cc1
 : x | 53%[activator] | x | 0 | -3% | x | x
> NS(=O)(=O)c1ccc(C(=O)NCc2cnn(Cc3ccccc3)c2)cc1
 : 0% | -1% | -30% | -2 | 0% | u | 0%
> COc1ccc(-c2noc(-c3nnn(-c4cc(C)ccc4C)c3N)n2)cc1
 : x | 79%[activator] | x | 1 | 0% | x | x
> CCOc1ccccc1NC(=O)CCn1nc(C)c(S(=O)(=O)N2CCCCC2)c1C
 : x | -12% | x | -5 | -6% | x | x
> Cn1ncc2c(C(=O)NCC3CCCCC3)cc(-c3cccc(C(F)(F)F)c3)nc21
 : x | x | -14% | -8&-10 | x | -2%&-6% | x
> O=C(NC1CC1)[C@@H]1C[C@H](Oc2cccnc2)CN1C(=O)CCc1ccccc1
 : -7% | -22% | 2% | 6 | -4% | 4% | -2%
> O=C(Cn1c(=O)c2cccn2c2ccccc21)NCc1ccccc1F
 : x | 16% | x | -11 | 2% | x | x
> O=C(CCCc1ccccc1)NCC(=O)N1CCCCCNC(=O)CC1c1ccccc1 (stereo not given)
 : 2% | 7% | i | -7 | -5% | i | -4%
> Cc1ccc(-c2ccc3nnc(CNC(=O)c4cc(F)ccc4Cl)n3n2)cc1
 : 3% | 1% | u | -14 | -6% | 32µM* | i
> CCCC(=O)Nc1nnc(S(=O)(=O)N(C)c2ccccc2)s1
 : x | 9% | x | 8 | -19% | x | x
> CS(=O)(=O)N1CCc2cc(C(=O)NCc3ccccc3)ccc21
 : x | 39%[activator] | x | 9 | -5% | x | x
> O=C(CCC(F)(F)F)N1CCc2nc(-c3ccc(Cl)cc3)[nH]c2C1
 : -10% | 21% | u | 5 | -4% | u | i
> COc1cccc(N2CCN(C(=O)C3(c4ccc(NC(C)=O)cc4)CCC3)CC2)c1
 : 11% | -12% | -17% | -5 | 9% | -14% | i
> C=CCCC(CN1CCCOCC1)Oc1ccc(C#N)cn1 (stereo not given)
 : -1% | -23% | -5% | 17 | 0% | -16% | 5%
> CC[C@H]1CN(S(=O)(=O)c2ccccc2)CC[C@H]1CC(=O)NCCN1CCOCC1
 : -2%[172 µM] | 29%[87.6 µM] | 0%[174 µM] | 11 | 3%[87.6 µM] | -18%[172 µM] | 0%[88.5 µM]
> O=C(NCC1CC1)c1nc2c(o1)CCN(Cc1cccs1)CC2
 : 71µM* | 82%[activator][87.6 µM] | -23%[138 µM] | 31 | 1%[87.6 µM] | u | i
> CC(=O)N1CCc2cc(S(=O)(=O)NC(Cc3ccccc3)C(=O)Nc3ccc(Cl)cc3)ccc21 (stereo not given)
 : x | -19% | x | 1 | -5% | x | x
> O=C(NCc1ccccc1)c1cn(C2CN(C(=O)C3CCOC3)C2)nn1 (stereo not given)
 : -4% | -4% | -19% | 12 | 9% | i | i
> COc1ccc(Cn2c(CNC(=O)Cc3cccc([N+](=O)[O-])c3)nc3cccnc32)cc1
 : x | 2% | x | 19 | -20% | x | x
> O=C(NCc1cccc(F)c1)c1ccc2c(c1)CC(=O)N2Cc1ccccc1
 : u | 13µM* | u | -3 | -2% | -20% | -12%
> CC1CCC2(CC1)NC(=O)N(CC(=O)Nc1ccccc1)C2=O (stereo not given)
 : -3% | 3% | -5% | 0 | 2% | -3% | 1%
> O=C(Nc1cccc(OC(F)(F)F)c1)[C@@H]1COCC(=O)N1Cc1ccc(F)cc1
 : 12% | -9% | u | -3 | -8% | u | i
> CCCCCN1C(C(=O)c2ccccc2)=C(NC(C)=O)c2ccccc2S1(=O)=O
 : x | u | x | -18 | u | x | x

High-throughput results: PubChem BioAssay, National Center for Advancing Translational Sciences (NCATS)
